Screening results from PubChem BioAssay.
PvdQ acylase – P. aeruginosa PvdQ acylase inhibition; purified PvdQ acylase, fluorescence plate reader; inhibition, % at 10 µM; 340,000 compounds, 0.063% hits; AID 488965; in the data active = inhibition above about 30%, passing the limit was not always enough;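 also: 0% = vehicle neutral wells and 100% = reference inhibitor wells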
phage Ecoli inh – E. coli growth loss with phage present; growth absorbance; inhibition, % at 11.9 µM; 360,000 compounds, 0.26% hits; in the data active = inhibition above about 11%
Wnt bcat act – activators of Wnt/beta-catenin signaling; AID 743398; activation, % at 9.35 µM; 300,000 compounds, 1.2% hits; Wnt/beta-catenin reporter cell assay, activator, plate reader; in the data active = activation above about 30%, passing the limit was not always enough;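 also: 0% = neutral control wells and 100% = positive control wells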
DAGLB inhibitor – diacylglycerol lipase beta (human) inhibition. HEK293T DAGLB membrane lysate, EnzChek fluorogenic substrate. Q8NCG7. 340,000 compounds, 0.059% hits. inhibition, % at 5.17 µM; in the data active = inhibition above about 34%;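 also: 0% = enzyme with vehicle and 100% = wells lacking enzyme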
Target sequence (Q8NCG7 whole entry, looked up): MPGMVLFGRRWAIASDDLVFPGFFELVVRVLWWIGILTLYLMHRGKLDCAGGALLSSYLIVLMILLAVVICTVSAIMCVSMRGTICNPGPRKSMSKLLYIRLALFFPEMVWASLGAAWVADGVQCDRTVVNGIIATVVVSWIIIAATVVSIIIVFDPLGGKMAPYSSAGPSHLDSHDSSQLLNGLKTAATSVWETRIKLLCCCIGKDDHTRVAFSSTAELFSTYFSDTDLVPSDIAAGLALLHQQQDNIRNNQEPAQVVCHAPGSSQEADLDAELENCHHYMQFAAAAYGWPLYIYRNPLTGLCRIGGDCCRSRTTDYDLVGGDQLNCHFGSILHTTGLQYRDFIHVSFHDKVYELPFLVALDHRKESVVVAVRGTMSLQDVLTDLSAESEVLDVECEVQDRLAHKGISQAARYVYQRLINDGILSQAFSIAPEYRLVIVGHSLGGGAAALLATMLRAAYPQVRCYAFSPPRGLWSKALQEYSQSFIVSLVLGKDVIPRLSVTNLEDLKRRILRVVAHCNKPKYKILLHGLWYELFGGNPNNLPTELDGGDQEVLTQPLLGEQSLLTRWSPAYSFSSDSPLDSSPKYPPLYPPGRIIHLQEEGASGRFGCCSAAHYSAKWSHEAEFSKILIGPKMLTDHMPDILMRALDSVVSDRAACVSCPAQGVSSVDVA
Ecoli viability – bacterial growth inhibition, counter-screen for AddAB inhibitors | inhibition, % at 11.9 µM | 330,000 compounds, 0.27% hits | AID 449728 | E. coli V3065 growth, OD600 absorbance, 18 h;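 active = inhibition above the campaign's mean inhibition across all tested compounds plus 3 SD, cut at about 9.9% in these data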;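 also: uninfected addAB+ strain grown without phage in ampicillin broth; 0% = DMSO wells and 100% = ciprofloxacin 0.95 µg/ml wells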
AddAB inh – less growth of phage-infected E. coli with AddAB; E. coli expressing H. pylori AddAB, absorbance growth; inhibition, % at 11.9 µM; 330,000 compounds, 0.29% hits; AID 435030; in the data active = inhibition above about 12%;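 also: 0% = vehicle wells of infected cells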
CAL PDZ inh – human CAL PDZ-peptide interaction inhibition. AID 504414. purified CAL PDZ, TMR-peptide fluorescence polarization, 1 h. Q9HD26. inhibition, % at 20 µM. 330,000 compounds, 0.02% hits;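 active = highest replicate inhibition of at least 40%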;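 also: plate controls were DMSO neutral control wells for no effect and unlabeled competitor peptide control wells for full effect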
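Material: tagged CAL PDZ domain; buffer or medium: 25 mM sodium phosphate pH 7.4, 150 mM NaCl, TCEP, IgG, Thesit; compound dosing: single point, 20 µM; schedule: 1 h incubation at room temperature before polarization reading; measured by: FP readout, S and P plane fluorescence; read-out basis: percent inhibition from loss of millipolarization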
Rtt109 HAT inh – C. albicans Rtt109 histone acetyltransferase inhibition | inhibition, % at 34.9 µM | purified Rtt109/Vps75, ThioGlo CoA-SH fluorescence, 4 h | Q5AAJ8 | 330,000 compounds, 0.16% hits | AID 540336;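 active = inhibition of at least 50% in every replicate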
Target sequence (Q5AAJ8 whole entry, looked up): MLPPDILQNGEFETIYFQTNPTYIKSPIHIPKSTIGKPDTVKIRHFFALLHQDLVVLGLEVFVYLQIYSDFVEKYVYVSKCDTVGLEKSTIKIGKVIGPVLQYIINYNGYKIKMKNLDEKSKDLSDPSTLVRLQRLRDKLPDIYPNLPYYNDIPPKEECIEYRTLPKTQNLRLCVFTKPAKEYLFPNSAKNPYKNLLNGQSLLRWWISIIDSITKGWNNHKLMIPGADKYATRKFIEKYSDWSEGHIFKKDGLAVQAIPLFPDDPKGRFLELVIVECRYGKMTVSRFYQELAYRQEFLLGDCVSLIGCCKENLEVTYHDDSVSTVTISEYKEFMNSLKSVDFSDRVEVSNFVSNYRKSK
Tat transport – blocks Tat-dependent protein export in E. coli; E. coli MC4100 TorA-mCherry Tat export, fluorescence; inhibition, % at 10 µM; 340,000 compounds, 0.036% hits;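 active = mean replicate inhibition at least 50% and at least half of replicates individually reaching 50%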;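 also: exported cargo escapes ClpAP degradation while cytoplasmic cargo is degraded and loses fluorescence; 0% = median of neutral control wells and 100% = median of NaSCN control wells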
PfHsp90 yeast 2 – inhibits growth of yeast expressing Plasmodium falciparum Hsp90; S. cerevisiae expressing PfHsp90, BacTiter-Glo ATP, 48 h; yeast lacking PDR1 and PDR3 efflux regulators; 310,000 compounds, 0.32% hits; inhibition, % at 9.4 µM;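 active = every replicate shows inhibition above about 80%, whatever the replicate mean, limit read from the data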;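 also: 0% = DMSO neutral controls and 100% = 20 µM radicicol positive controls; yeast relying on Plasmodium falciparum Hsp90 in place of its own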
Numbers without * were called inactive; nt = not tested or not shown.

No.	structure	PvdQ acylase	phage Ecoli inh	Wnt bcat act	DAGLB inhibitor	Ecoli viability	AddAB inh	CAL PDZ inh	Rtt109 HAT inh	Tat transport	PfHsp90 yeast 2
1	CN(C(=O)c1cccc(NC(=O)Cc2cccc(NC(=O)C3CCN(C(=O)C4CCC4)CC3)c2)c1)C1CCC1	-18	3.0	-3	0	nt	nt	-0.4	1	-7	-42
2	COc1cccc(C2/C(=C(\O)c3ccc4c(c3)OCCO4)C(=O)C(=O)N2CCCn2ccnc2)c1 (stereo not drawn)	-7	0.1	1	-1	0.4	5.1	-2.0	9	-4	12
3	Cc1ccc(S(=O)(=O)N2CCN(C(=O)CSc3nc(N)cc(=O)[nH]3)CC2)c(C)c1	15	3.2	1	1	-0.4	1.7	-1.0	1	2	-2
4	CCN(CC)CCN(C(=O)c1ccc2c(c1)OCCO2)c1nc2c(Cl)cccc2s1	-5	2.5	0	-5	-1.4	3.4	-3.5	8	-2	-7
5	Cc1cccc(COCC(CC(C)C)N2CCN(C(=O)c3ccc(C(F)(F)F)cc3)CCC2=O)c1 (stereo not drawn)	0	2.9	1	-5	-3.5	-0.8	0.9	11	24	11
6	COc1ccc(CCNC(=O)CSc2nnc(CNC(=O)c3ccccc3F)o2)cc1OC	-5	2.2	1	-3	-1.3	-0.9	0.3	-4	1	11
7	O=C(Nc1cccnc1)c1ccc(CSc2ccccc2)cc1	-10	3.7	19	-3	-0.1	0.6	-2.9	2	-1	-17
8	CCCNC(=O)CSc1nc(-c2cccs2)cc(C(F)(F)F)n1	4	3.7	-8	-3	-1.5	-1.1	-1.2	17	4	nt
9	CCOC(=O)N1CCN(C(=O)c2cnn3c(C)c(Cc4ccc(C)cc4)c(C)nc23)CC1	-7	nt	nt	0	0.2	3.5	-2.5	2	-2	nt
10	CCn1c(O)c2ccc(C(=O)N=NC(=O)c3cccnc3)cc2c1O	0	-0.6	1	1	-1.1	-1.0	0.1	-10	3	9
11	Cc1c(C(=O)Nc2cccc([N+](=O)[O-])c2)cnn1-c1ccccc1	-13	-1.3	21	-2	-1.0	1.3	0.2	1	-9	20
12	O=C(O)Cn1nnc(COc2ccccc2)n1	-13	2.6	-3	1	-0.9	0.8	-2.9	-19	13	-26
13	O=c1oc(-c2ccccc2F)nc2c1cnn2-c1ccccc1	-16	1.8	4	5	-0.4	0.9	-3.2	-2	-6	-12
14	COc1ccccc1NC(=O)c1cc[n+]([O-])cc1	-12	1.6	-1	0	-0.3	4.5	0.6	-3	3	1
15	COc1ccc(-c2cc(=O)[nH]c(=S)[nH]2)cc1	9	4.6	3	1	-0.9	-0.6	1.0	4	-8	16
16	CCOC(=O)c1cccc(NC(=O)/C(=C\c2ccccc2)NC(=O)c2ccccc2Cl)c1	-2	-1.2	nt	-1	-1.8	0.2	0.2	8	-5	-9
17	CCCCn1nc(C(=O)N2CCc3ccccc32)c2ccccc2c1=O	-10	2.6	nt	13	-0.2	-0.3	-1.4	-1	6	-23
18	CCCN1C2CCCC1CC(NC(=S)Nc1cccc(C)c1)C2 (stereo not drawn)	-6	6.0	-2	2	2.9	7.4	-0.1	0	-5	3
19	CCOC(=O)c1nn(-c2ccc(F)cc2)c2nc(Nc3ccccc3)cc(=O)n12	-1	2.4	nt	-6	-3.8	0.8	-0.1	-1	-7	-6
20	CCc1nc2ccc(C(=O)N3CCN(c4cccc(C)c4C)CC3)cc2nc1CC	-26	0.8	3	-2	-3.1	-2.8	-0.6	-6	18	0
21	COc1cccc(CN2CCN(C(=O)c3cccc4ccccc34)CC2)c1OC	-1	0.9	9	2	-0.4	0.4	-2.3	-3	-4	0
22	O=C(CC1N=C2c3ccccc3N=C(SCc3ccccc3Cl)N2C1=O)NCc1ccco1 (stereo not drawn)	-7	2.0	0	0	-0.2	1.8	-2.1	-1	6	nt
23	CC(C)Oc1ccc(OCCSc2nc3ccccc3n2CC(=O)O)cc1	-3	-1.3	-1	0	-1.0	1.0	0.0	10	1	-3
24	CC(=NCC1CCNCC1)C1=C(O)CC(C)(C)CC1=O	-9	3.1	nt	-1	2.8	0.4	nt	-7	-2	5
25	CCOc1ccccc1NC(=O)COC(=O)Cc1cccs1	4	-0.6	-2	-10	-1.4	2.5	-3.7	-1	-4	10
26	CN1CCN(c2ccc(S(=O)(=O)N3CCCCC3)cc2NC(=O)COc2ccc(F)cc2)CC1	-15	-0.8	-2	-2	-0.3	-2.0	-0.3	13	3	-14
27	Cc1nc(N2CCN(c3ccccn3)CC2)c2c(C)c(C(=O)Nc3ccc(F)c(Cl)c3)sc2n1	-1	0.7	-10	-1	1.3	2.2	-2.3	-18	2	-23
28	CCOC(=O)C1=C(C)N(CCO)C(=O)NC1c1cccc(O)c1 (stereo not drawn)	-12	1.4	-1	0	-3.2	1.9	0.2	6	-8	18
29	Cc1onc(-c2ccccc2)c1C(=O)NC(C)CCc1ccccc1 (stereo not drawn)	-13	3.4	-1	-1	-3.2	2.3	-0.9	-4	-4	-33
30	Cc1cccnc1NC(=S)NCCc1ccccc1	-1	-0.7	40*	-6	2.8	1.3	0.3	3	0	-19
31	CCC(Sc1nc2sc(C(=O)OC)c(C)c2c(=O)n1N)C(=O)N(CC)CC (stereo not drawn)	-24	2.8	0	-4	1.6	1.0	-0.5	10	-7	nt
32	COc1ccc(NC(=O)CN(C)CCOc2ccc(Cl)cc2)cc1OC	-16	0.5	-1	-3	-1.7	-2.1	-1.3	4	-4	49
33	COc1cccc(OCCOc2ccccc2[N+](=O)[O-])c1	6	2.9	nt	-2	-2.3	4.5	-0.6	-4	3	4
34	COc1ccc(/C=C/c2n[nH]c(=O)c(C#N)c2C)cc1	-2	1.4	3	-2	-2.1	0.2	-2.4	15	-1	-27
35	COc1ccc(NC(=O)CN(C)S(=O)(=O)c2ccccc2)cc1	-15	2.3	3	-3	-0.7	1.7	0.6	3	2	-19
36	OCc1cn(-c2ccccc2)nc1-c1ccco1	3	0.3	nt	0	-0.7	1.1	-3.3	nt	-9	-25
37	CC(C)(C)NC(=O)C(c1ccncc1)N(C(=O)Cn1nnc(-c2cccs2)n1)C1CCCCC1 (stereo not drawn)	-14	1.9	0	-2	-3.6	0.0	-0.9	8	2	-16
38	COc1ccccc1CCNC(=O)c1cccc(NC(=O)CC2SC(N3CCCCC3)=NC2=O)c1 (stereo not drawn)	-17	2.1	19	-7	nt	nt	-1.1	8	7	-30
39	CCC(Sc1nc2ccccc2s1)C(=O)Nc1cc(C)on1 (stereo not drawn)	-12	3.2	nt	-4	-0.9	2.8	-2.1	-3	9	-28
40	Cc1ccc(/C=N/Nc2ncc(Cl)cc2Cl)s1	-4	5.5	29	-3	-0.4	4.1	-2.3	-3	5	-7
41	O=C1CN(C(=O)COC(=O)CCSc2ccccc2Cl)c2ccccc2N1	-3	0.7	nt	-4	-0.1	2.4	nt	-15	3	-4
42	COc1cccc(/C=C2/SC(=S)N(CC(=O)NC3C=CS(=O)(=O)C3)C2=O)c1 (stereo not drawn)	-10	3.8	-1	2	3.5	5.0	-2.6	-1	-4	3
43	O=C(c1ccc(N2CCN(C(=O)c3ccc(F)c(F)c3)CC2)cc1)c1cccc(F)c1	-12	-2.0	-1	-4	-0.4	1.8	-1.8	-5	1	-15
44	COc1ccc(CCNC(=O)CC(NC(=O)c2ccccc2Cl)c2ccccc2)cc1 (stereo not drawn)	-5	1.8	0	-1	-1.2	0.3	-0.8	-9	0	-6
45	CCCCn1nc2cc(C(=O)NCCc3cccs3)ccc2c1OCC	-2	2.2	3	-4	0.7	-0.1	0.2	-4	-1	3
46	COc1ccc2c(c1)CCc1c(C(=O)N3CCc4ccccc4C3)noc1-2	-11	2.3	nt	-12	2.1	2.6	-1.3	0	9	nt
47	CN(C(=O)COC(=O)c1cn(-c2ccccc2)nc1-c1ccccc1)C1CCS(=O)(=O)C1 (stereo not drawn)	-11	-0.5	2	0	-0.8	0.0	-2.3	3	-2	-18
48	CC(C)CN(C(=O)CCc1ccccc1)c1c(N)n(CC(C)C)c(=O)[nH]c1=O	10	3.5	-2	-4	1.6	-0.3	-1.5	3	1	32
49	S=c1[nH]nc(Cc2n[nH]c(=S)n2-c2ccccc2)n1-c1ccccc1	-2	-0.2	0	2	-2.9	-1.5	0.5	4	14	-9
50	CC(NC(=S)Nc1ccc(Cl)cc1Cl)C(c1cccs1)N1CCCC1 (stereo not drawn)	0	1.2	3	-4	-0.5	2.5	-2.3	4	-6	-4
51	N#CC(C#N)=C(Nc1ccc(F)cc1)SCc1cccc(Br)c1	-1	7.6	-11	16	4.3	6.2	-2.0	7	-2	-13
52	O=C(O)c1cc([N+](=O)[O-])c(NCCC2=CCCCC2)c([N+](=O)[O-])c1	7	3.8	-3	12	1.7	0.2	-2.2	20	6	-45
53	O=C(CCCN1C(=O)/C(=C/c2cccs2)SC1=S)NNC(=O)c1cccnc1	10	0.5	-1	3	-1.5	-0.5	-2.0	30	-6	-1
54	C#CCOCCOCCOCCNc1nc(N2CCN(C(=O)Cn3cc(CCCN=C(N)N)nn3)CC2)nc(N2CCN(C(=O)[C@H]([C@@H](C)CC)n3cc(CCCCN)nn3)CC2)n1	-5	2.5	-2	1	-2.7	0.9	1.2	-1	-8	-4
55	O=C(O)COc1c(-c2ccco2)oc2ccccc2c1=O	-20	1.2	0	-2	-1.3	-1.6	-5.7	2	-2	20
56	CC(C)CN(CCNC(=O)CN1C(=O)CSc2ccc(S(=O)(=O)N3CCOCC3)cc21)CC(C)C	13	2.8	-1	-1	-1.9	0.6	-4.8	9	7	-13
57	CC(Sc1ccc(Cl)cc1)C(=O)NCC1CCCO1 (stereo not drawn)	12	1.2	nt	-1	1.6	4.6	-1.5	5	-4	4
58	Cc1cccc(/C(N)=N/OC(=O)CCC2CCCCC2)c1	-22	4.3	nt	-6	-0.7	-0.4	-2.8	4	-1	-20
59	Cc1ccc(S(=O)(=O)N2CCN(C(=O)c3ccc(N4CCC(C)CC4)c([N+](=O)[O-])c3)CC2)cc1	-5	0.3	-13	12	nt	nt	-0.2	2	1	18
60	COc1ccc(N2C(=O)CCC(C(=O)N3CCN(c4ccccn4)CC3)C2c2ccc(F)cc2)cc1 (stereo not drawn)	-6	3.0	-2	1	0.1	0.3	-0.7	3	4	nt
61	C#CCOCCOCCOCCNc1nc(N2CCN(C(=O)[C@H](CCC(=O)O)n3cc([C@@H](N)CCCCN)nn3)CC2)nc(N2CCN(C(=O)[C@H](CCCCN)n3cc([C@@H](N)CC(N)=O)nn3)CC2)n1	-10	0.6	0	2	1.8	3.5	1.0	-1	1	20
62	c1ccc(-c2nnc(-c3ccccn3)nc2NC2CCCCC2)cc1	2	14*	-13	8	18*	16*	-3.6	2	-10	103*

An excerpt from above in order of the Tat transport value, rising.
nr	Molecule	Tat transport
61	C#CCOCCOCCOCCNc1nc(N2CCN(C(=O)[C@H](CCC(=O)O)n3cc([C@@H](N)CCCCN)nn3)CC2)nc(N2CCN(C(=O)[C@H](CCCCN)n3cc([C@@H](N)CC(N)=O)nn3)CC2)n1	1
40	Cc1ccc(/C=N/Nc2ncc(Cl)cc2Cl)s1	5
52	O=C(O)c1cc([N+](=O)[O-])c(NCCC2=CCCCC2)c([N+](=O)[O-])c1	6
